# MPTP inh: mitochondrial permeability transition pore inhibitors, primary screen, biochemical, isolated mouse mitochondria, absorbance; inhibition, % at 10 µM; 360,000 compounds, 1.4% hits; Ca2+ swelling absorbance, 30 min; AID 602449, 2012;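 active = inhibition of 50% or more, scaled per plate between neutral and stimulator controls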;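 note: 0% = DMSO wells given calcium and 100% = 1 mM EGTA wells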
# CXCR6 inh: CXCR6 receptor inhibitors, primary screen, cell-based, beta-arrestin, luminescence, CHO-K1 PathHunter, 1536-well; C-X-C chemokine receptor type 6 (Homo sapiens), O00574; inhibition, % at 20 µM; 360,000 compounds, 0.36% hits; AID 602244, 2012; in the data active = inhibition above about 34%, passing the limit was not always enough;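 note: antagonist mode with CXCL16 agonist at 10 nM final; 0% = 10 nM CXCL16 with DMSO and 100% = unstimulated wells without agonist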
# Target sequence (O00574 whole entry, looked up): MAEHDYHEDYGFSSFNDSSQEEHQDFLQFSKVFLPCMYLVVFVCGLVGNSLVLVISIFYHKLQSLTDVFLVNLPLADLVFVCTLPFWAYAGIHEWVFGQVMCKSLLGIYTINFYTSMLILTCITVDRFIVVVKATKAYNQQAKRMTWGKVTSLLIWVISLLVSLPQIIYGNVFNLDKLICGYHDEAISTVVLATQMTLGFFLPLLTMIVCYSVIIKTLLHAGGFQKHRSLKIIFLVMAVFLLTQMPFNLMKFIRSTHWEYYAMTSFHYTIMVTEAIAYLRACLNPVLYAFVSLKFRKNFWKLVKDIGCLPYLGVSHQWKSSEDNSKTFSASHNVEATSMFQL
# EBI2 antag: EBI2 receptor antagonists, beta-arrestin recruitment, primary screen, cell-based, luminescence, 7a,25-OHC stimulation, uHTS; 360,000 compounds, 0.81% hits; inhibition, % at 5 µM; G-protein coupled receptor 183 (Homo sapiens), P32249; 7a,25-OHC stimulated; in the data active = inhibition above about 38%;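 note: enzyme fragment complementation signal reports receptor beta-arrestin coupling in cells; 0% = agonist plus DMSO wells and 100% = wells without agonist; some results beyond the cut were filed as inactive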
# Target sequence (P32249 whole entry, looked up, the tested form may be a part): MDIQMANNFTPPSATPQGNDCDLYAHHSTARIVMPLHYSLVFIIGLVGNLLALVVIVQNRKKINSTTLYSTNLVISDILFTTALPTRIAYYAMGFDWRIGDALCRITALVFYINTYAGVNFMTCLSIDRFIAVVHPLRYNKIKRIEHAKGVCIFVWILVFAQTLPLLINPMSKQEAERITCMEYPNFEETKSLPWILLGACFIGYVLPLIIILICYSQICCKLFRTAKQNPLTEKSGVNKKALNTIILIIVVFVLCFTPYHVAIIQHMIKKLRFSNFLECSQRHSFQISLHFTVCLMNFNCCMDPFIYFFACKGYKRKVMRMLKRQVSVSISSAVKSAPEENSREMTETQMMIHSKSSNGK
# CCR6 antagonist: CCR6 receptor antagonists, primary screen, cell-based, CHO-K1, luminescence, beta-arrestin, uHTS; C-C chemokine receptor type 6 (Homo sapiens), P51684; CHO-K1 CCR6 PathHunter beta-arrestin, CCL20-stimulated; inhibition, % at 20 µM; 340,000 compounds, 0.49% hits; AID 493098, 2011;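 active = compounds whose inhibition of the agonist-driven luminescence signal at 20 µM reaches about 50%, limit read from the data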;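 note: cells stimulated with CCL20 at 14 nM final; plate controls were DMSO with CCL20 for no effect and DMSO without agonist for full effect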
# Target sequence (P51684 whole entry, looked up): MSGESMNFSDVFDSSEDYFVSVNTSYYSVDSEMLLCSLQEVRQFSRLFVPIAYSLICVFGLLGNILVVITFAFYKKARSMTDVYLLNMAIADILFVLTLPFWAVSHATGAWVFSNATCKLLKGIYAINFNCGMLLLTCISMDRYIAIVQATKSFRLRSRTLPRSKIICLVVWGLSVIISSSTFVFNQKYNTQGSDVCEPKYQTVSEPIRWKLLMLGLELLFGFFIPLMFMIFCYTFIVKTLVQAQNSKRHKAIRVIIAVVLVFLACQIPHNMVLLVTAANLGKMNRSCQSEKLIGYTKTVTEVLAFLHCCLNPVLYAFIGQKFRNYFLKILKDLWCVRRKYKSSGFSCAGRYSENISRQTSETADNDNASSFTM
# A3A deaminase: APOBEC3A ssDNA deaminase inhibitors, primary screen, selectivity assay for APOBEC3G inhibitor project, biochemical, FAM/TAMRA oligo cleavage fluorescence | recombinant A3A, FAM/TAMRA ssDNA deamination fluorescence | inhibition, % at 20 µM | 330,000 compounds, 0.41% hits;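 active = at least 40% inhibition at 20 µM here, with at most 30% in a related deaminase screen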;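 note: plate controls were A3A with DMSO for no effect and wells lacking A3A enzyme for full effect; some results filed as inactive read as strong as hits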
# APOBEC3G inh: APOBEC3G DNA deaminase inhibitors, primary screen, biochemical, fluorescence, single-stranded DNA substrate, uHTS. 330,000 compounds, 0.28% hits. recombinant A3G, ssDNA deamination FAM/TAMRA fluorescence. inhibition, % at 20 µM. DNA dC->dU-editing enzyme APOBEC-3G (Homo sapiens), Q9HC16;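 active = inhibition of at least 40% at 20 µM, with no more than 30% in the related APOBEC3A deaminase screen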;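 note: plate controls were DMSO wells with A3G for no effect and wells lacking A3G enzyme for full effect; some compounds called inactive have numbers as strong as hits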
# GRIN3A LBD mod: binders of NR3A ligand-binding domain, primary screen, biophysical, differential scanning fluorimetry, uHTS. 340,000 compounds, 2.5% hits. NR3A LBD differential scanning fluorimetry, Tm shift; 0% = protein alone, 100% = glycine-bound protein. Tm shift relative to glycine control, % at 25 µM;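 active = melting temperature shift of at least 10% of the positive control shift, at one fixed dose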
# Gli-Sufu block: Gli-Sufu pathway antagonists, primary screen, luciferase luminescence, Sufu-KO-LIGHT cells, uHTS; Sufu-KO-LIGHT fibroblasts, Gli luciferase reporter luminescence; inhibition, % at 5 µM; 340,000 compounds, 0.74% hits; AID 588413, 2011;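 active = inhibition above about 55%, limit read from the data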;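 note: 0% = DMSO-treated cells and 100% = wells with medium but no cells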
# * marks the source's active call; other numbers are inactive results; x = no result given.
Compound	CCR6 antagonist	CXCR6 inh	GRIN3A LBD mod	MPTP inh	APOBEC3G inh	A3A deaminase	Gli-Sufu block	EBI2 antag
COc1cc(-c2noc(C)c2-c2ccc(N(C)C)nc2)cc(OC)c1OC	-1	-10	1	-2.4	-5	-1	53	-22
COc1ccccc1C(=O)O/N=C(\c1ccccc1)c1ccncc1	19	8	2	-3.7	-5	-1	-7	3
O=C(COc1ccc2ccc(=O)oc2c1)N1CC[C@@]2(O)CCCC[C@H]2C1	-8	3	-2	-2.5	-10	-3	2	4
Cc1cccc(N2C(=O)CC(SC(=Nc3ccccc3)Nc3ccccc3)C2=O)c1 (centres undefined)	14	1	3	1.7	4	8	1	3
Cc1sc2ncnc(N3CCC(C(=O)Nc4nc5ccc(Cl)cc5s4)CC3)c2c1C	-11	-2	7	4.6	4	4	-42	3
COC(=O)Nc1nc(-c2ccccc2)c(C(=O)c2ccccc2)s1	21	1	2	-0.5	-7	-3	19	10
CNC(=O)/C(C#N)=C\c1ccc(CNS(=O)(=O)c2ccccc2)o1	-29	-4	0	0.5	1	5	-1	0
COc1ccc(OC)c(NC(=O)CSc2nnc(Cn3c(=O)sc4ccccc43)n2C)c1	-3	6	1	-0.4	-4	-5	8	-2
CC1(C)N=C(N)NC(Nc2ccccc2Cl)=N1	4	-6	1	0.3	-2	3	-3	-9
Cc1c(C(=O)N2CCCCC2)c(S(=O)(=O)N2CCC(C)CC2)c(C)n1C	-4	14	-1	-3.2	-3	-2	-7	0
CCc1c(C)nc(SCC(=O)c2cccs2)c(C#N)c1C	6	6	-9	2.4	-6	-2	-72	31
CCCCOc1ccc(-c2nc(SCC(N)=O)n[nH]2)cc1	2	3	2	5.4	-7	-3	5	-1
Cn1c(=O)[nH]c(=O)c2c1nc(NCCCO)n2CCOc1ccccc1	4	-4	-1	1.3	-9	-4	-26	-12
COc1cccc(NC(=O)CN(c2ccc3c(c2)OCO3)S(C)(=O)=O)c1	6	-6	-1	-0.8	-7	-4	4	0
COc1ccccc1N(C)S(=O)(=O)c1ccc(C(=O)Nc2cc(OC)c(OC)c(OC)c2)cc1	6	0	2	-2.7	x	x	8	-1
CCc1cccc(C)c1NC(=O)CN(C)Cc1ccc(Br)cc1	12	4	-1	-2.1	-6	-8	29	10
O=C(NC1CC1)C1CC(=O)N(C2CCCCC2)C1 (centres undefined)	11	11	-11	-0.7	-6	0	-1	4
N#C/C(=C\N1CCOCC1)C(N)=O	-14	-5	-3	3.9	1	-2	-6	-3
O=C(O)C[C@@H](O)C(=O)O	8	0	-1	0.8	-2	0	-4	-5
O=C1Nc2ccc(Br)cc2C1=Nc1cccnc1	48	25	0	1.2	8	3	11	28
COCC(=O)N/N=C/c1ccc(Sc2nc3ccccc3s2)o1	-12	-4	4	0.0	2	1	5	-5
O=C(Nc1nccs1)c1c(O)c2c([nH]c1=O)CCCC2	16	-3	1	0.8	0	-4	-97	1
O=C(NCCNC(=O)c1ccco1)c1ccc(F)cc1	6	2	2	-1.0	-6	-1	8	-1
COc1cc(/C=C\C(=O)NCc2ccc3c(c2)cc(C)n3C)cc(OC)c1OC	13	0	-1	-1.3	-1	0	6	16
CC1(C(=O)NCCCN2CCOCC2)Oc2cccnc2NC1=O (centres undefined)	9	-3	0	-1.0	-1	4	-16	-9

# (continued)
Compound	CCR6 antagonist	CXCR6 inh	GRIN3A LBD mod	MPTP inh	APOBEC3G inh	A3A deaminase	Gli-Sufu block	EBI2 antag
O=C(O)CCCN1C(=O)c2ccc(Oc3cccc([N+](=O)[O-])c3)cc2C1=O	6	0	0	1.0	-2	-1	5	-10
CCOc1ccc2nc(COC(=O)c3cccs3)c(C(C)=O)[n+]([O-])c2c1	13	0	-1	0.9	-9	-3	2	14
Cc1cnc(C(=O)OCC(=O)Nc2ccc3c(c2)OCCO3)cn1	-6	3	2	-0.3	-6	1	6	-3
CCn1c(SCC(=O)Nc2ccc(OC)c(OC)c2)nnc1-c1c[nH]c2ccccc12	2	-5	-1	-0.2	-3	-2	5	-2
Cc1ccc(C2=NN(C(=O)c3ccccc3F)C(c3ccccc3F)C2)cc1 (centres undefined)	7	-5	-2	-1.0	-2	0	6	11
COc1ccc(N2CCN(C(=O)Cc3csc(NC(=O)Nc4ccccc4OC)n3)CC2)cc1	4	-4	-2	-2.0	-12	-5	-3	4
Cc1ccc2nc(-c3ccccc3N)[nH]c2c1	-2	-6	-10	-0.5	-7	-4	-69	0
Cc1ccc(S(=O)(=O)NCC(=O)N(CC(=O)NCC2CCCO2)C2CCCC2)cc1 (centres undefined)	4	4	1	-1.3	-2	0	3	-7
COCCCNC(=O)CN1C(=O)CSc2ncccc21	7	-6	0	0.3	-5	-1	-5	0
O=C(Cc1ccccc1)NCC(=O)Nc1cccc(Cl)c1	2	-1	4	0.8	-9	-4	47	-5
Brc1cnc2nc(SC/C=C/c3ccccc3)[nH]c2c1	17	5	2	12	-11	-6	36	24
CCCc1cc(=O)n2[nH]c(-c3ccco3)nc2n1	8	-8	-3	-3.0	-10	-6	-2	-17
Cc1sc2nc(SCC(=O)Nc3ccccc3F)[nH]c(=O)c2c1C	-7	5	6	0.9	-7	-1	-26	5
O=C(/C=C/c1cccc([N+](=O)[O-])c1)Nc1ccc(Cl)cn1	14	-1	-4	3.6	-4	0	-37	5
CCCCn1c(N)c(N(CCOC)C(=O)c2ccc3c(c2)C(=O)N(c2ccccc2Cl)C3=O)c(=O)[nH]c1=O	6	-3	4	-0.2	-5	-2	-2	0
OC1CCN(c2c3c(nc4cc(-c5ccc(F)cc5)nn24)CCC3)CC1	-4	-1	1	-0.2	-3	0	1	17
C=CCN(C)CC/C=C1\c2ccccc2CSc2ccccc21	16	0	0	74*	-4	-2	13	3
CC(C)OP(=O)(CCP(=O)(OC(C)C)OC(C)C)OC(C)C	8	-4	0	0.8	-2	4	-3	-13
COc1ccc(CCNC(=O)C(=O)NCC2OCCN2S(=O)(=O)c2ccc3c(c2)OCCO3)cc1OC (centres undefined)	-8	-14	-1	2.8	-5	-2	8	-7
CNC(=O)c1ccccc1S(=O)(=O)c1ccccc1C#N	-3	2	11*	-1.8	-5	-4	0	-11
CCC(C)NC(=O)c1cnc2n(c1=O)CCS2 (centres undefined)	-9	-1	0	-0.7	-6	0	5	-11
O=C(NCc1ccc2c(c1)OCO2)c1c(F)c(F)c(F)c(F)c1F	-13	1	-1	-9.0	-2	-1	-1	-15
CCC(=O)Nc1ccc(C(=O)OCC(=O)c2cccs2)cc1	6	3	0	-1.1	-8	0	28	-7
COCCNc1nnc(SCC(=O)c2c[nH]c3ccccc23)s1	1	-5	-12	-0.9	x	x	-3	-26
COc1ccc(CNC(=O)C2CCN(C(=O)c3ccccc3)CC2)cc1	-1	-2	0	-1.8	-3	-3	5	4

# Going on with the list:
Compound	CCR6 antagonist	CXCR6 inh	GRIN3A LBD mod	MPTP inh	APOBEC3G inh	A3A deaminase	Gli-Sufu block	EBI2 antag
O=C(NCC(c1cccs1)N1CCOCC1)c1cc2ccccc2o1 (centres undefined)	5	0	0	-1.3	-4	-1	2	6
O=c1oc2ccc(Cl)cc2cc1-c1ccccc1	5	-2	14*	2.1	-8	-2	-8	-9
Nc1ncnc2c1ncn2[C@@H]1O[C@H](CNCc2ccc(-c3cc(C(F)(F)F)ccc3Cl)o2)[C@@H](O)[C@H]1O	13	-12	-2	-0.6	5	3	-1	-7
CCOC(=O)c1ccc(N2CCCCC2)c(NS(=O)(=O)c2cccc(C(F)(F)F)c2)c1	1	5	0	5.0	-3	0	26	4
CCOC(=O)c1cc(C(=O)OCC)c2ccccn2c1=O	-6	-2	-1	-2.4	-1	2	-12	-7
c1cncc(CNc2ccc3c(c2)OCO3)c1	-14	-4	0	-2.5	7	-2	13	-9
CC(=O)c1cnc(-c2ccccc2Cl)s1	10	8	0	-0.3	-9	-4	-7	-10
CCc1cc(/C(Cc2ccc3ccccc3n2)=N\O)c(O)cc1O	3	1	29*	5.9	0	0	-2	11
Oc1ccc(/C=N/Nc2ncc(Cl)cc2Cl)cc1	-8	-3	2	0.8	0	-2	-10	13
Cc1ccc(S(=O)(=O)N2CCC(C(=O)NCCN3CCCCCC3)CC2)cc1	-7	-3	2	-1.6	-4	-1	4	-2
COc1ccc(/C=N/NC(=O)c2ccc3nc[nH]c3c2)cc1	7	-7	15*	-0.3	-1	-2	-4	-14
CCOC(=O)NCC(C)(C)CNC(=O)OCC	9	-4	-1	1.2	-9	-4	-3	-3
Cn1ccnc1C(=O)c1cc(SCC(=O)NC2CC2)nc2ccccc12	1	-6	0	-0.5	-1	1	24	2
CCC(=O)NC(NC(=O)CC)C(Cl)Cl	6	2	0	-0.4	-2	-2	2	2
O=c1cc(-c2ccccc2)c2ccc(O)cc2o1	13	2	11*	10	-5	-1	0	3
CC(C)Cc1nnc(NC(=O)CCC(=O)N2CCN(S(=O)(=O)c3ccccc3)CC2)s1	8	-3	-3	-0.3	-10	-5	-3	-6
O=C1NC2(CCCCC2)C(=O)N1CCN1C(=O)c2ccccc2C1=O	-9	-12	1	0.1	-2	-6	0	-2
CCOc1ccc(CNS(=O)(=O)c2ccc(-c3ccc(=O)[nH]n3)o2)cc1OC	-1	-9	-1	-0.6	-6	-5	-7	-3
CCc1ccc(NC(=O)COC(=O)/C(=C/c2ccccc2OC)c2ccccc2)cc1	17	-11	23*	3.8	-7	2	-7	11
CCn1c(SCC(=O)Nc2ccccc2OC)nnc1-c1cnccn1	-4	-2	-1	0.1	-5	-1	3	-20
Cc1cccc(-n2c(SCC(=O)NCC3CCCO3)nc3ccccc3c2=O)c1C (centres undefined)	11	7	-1	-1.4	-8	-4	11	8
CCOc1ccccc1N(CC(=O)N1CCCC1)S(C)(=O)=O	-2	2	-1	-0.3	-1	3	3	-5
C/C(=N\NC(=O)c1cccnc1)c1ccc(-c2ccccc2)cc1	1	2	0	2.8	-3	1	-12	7
Cc1ccc(NC(=S)NCCc2c[nH]c3ccccc23)c(C)c1	22	7	12*	2.0	-2	-1	5	4
COc1ccc(CCNC(=O)CSc2nc3cc(Cl)ccc3o2)cc1OC	13	5	1	-1.5	3	19	9	-2

# A draw from above in order of formula weight, high to low:
Compound	CCR6 antagonist	CXCR6 inh	GRIN3A LBD mod	MPTP inh	APOBEC3G inh	A3A deaminase	Gli-Sufu block	EBI2 antag
COc1ccccc1N(C)S(=O)(=O)c1ccc(C(=O)Nc2cc(OC)c(OC)c(OC)c2)cc1	6	0	2	-2.7	x	x	8	-1
COc1ccccc1C(=O)O/N=C(\c1ccccc1)c1ccncc1	19	8	2	-3.7	-5	-1	-7	3
O=C(/C=C/c1cccc([N+](=O)[O-])c1)Nc1ccc(Cl)cn1	14	-1	-4	3.6	-4	0	-37	5

# (more compounds)
Compound	CCR6 antagonist	CXCR6 inh	GRIN3A LBD mod	MPTP inh	APOBEC3G inh	A3A deaminase	Gli-Sufu block	EBI2 antag
Cc1ccc(C(=O)N/C(=C/c2cccnc2)C(=O)O)cc1	0	-5	-4	0.9	-6	0	24	-8
O=C(/C=C\c1ccccc1)Oc1cccc2cccnc12	-6	0	-1	-6.6	-14	-3	33	2
CC(C)Oc1ccc(CCNC(=O)CC2C(=O)NCCN2C)cc1 (centres undefined)	7	0	0	-0.5	-2	-7	2	2
COc1ccc(-c2nc(C=O)cs2)cc1	2	-2	-1	0.7	0	3	-15	-3
Cc1nc2ccc(C(=O)N/N=C/c3ccc(O)cc3)cc2[nH]1	-1	3	-5	-0.4	-2	4	0	4
